From PubChem
Apoferritin bind – qHTS Assay for Identification of Novel General Anesthetics | 0.074% of 350,000 active | AID 485281, 2010 | Potency, µM (highest dose often 77.5 µM), for inactives: top-dose activity change, negative = displacement, most hits filed as inhibitors | Ferritin light chain (Equus caballus), P02791 | apoferritin/1-aminoanthracene competitive binding, fluorescence; also: potency is read from the fitted curve at half-maximal effect; % is scaled to controls: 0 for no effect and ±100 for the full control effect; nearly all actives have a fitted effect of over 20% in size
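Horse-spleen apoferritin (10 uM) in 50% saturated 1-aminoanthracene in PBS was incubated 10 min at room temperature with compound. Fluorescence (ex 380, em 535 nm) was normalized to free and bound 1-AMA, with concentration-response fitted by a four-parameter Hill equation.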
BLM inh – qHTS Assay for Inhibitors of Bloom's syndrome helicase (BLM); recombinant BLM DNA unwinding, fluorescence dequenching; Potency, µM (highest dose often 56.1 µM), for the others: at the highest dose activity change, negative = inhibition, most hits filed as inhibitors; 0.2% of 350,000 active; AID 2528, 2010;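 also: potency is read from the fitted curve at half-maximal effect; plate controls were vehicle for no effect and no enzyme for full effect; nearly all actives have a fitted effect of over 35% in size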
POLK inh – qHTS for Inhibitors of Polymerase Kappa | DNA polymerase kappa (Homo sapiens), Q9UBT6 | AID 588579, 2011 | 0.53% of 400,000 active | purified Pol kappa, fluorescent DNA synthesis assay, 10 min | Potency, µM (top dose mostly 107 µM), without a hit: at the highest dose activity, negative = inhibition, most hits filed as inhibitors; also: potency is read from the fitted curve at half-maximal effect; % is scaled to controls: 0 for no effect and ±100 for the full control effect
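Kinetic fluorescence readout at 0 and 10 min followed reaction start with substrate at 50 nM final. Beforehand, enzyme (10 nM Pol kappa) stood 15 min with compound at room temperature; buffer-only wells were negative controls.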
POLB inh – qHTS Assay for Inhibitors of DNA Polymerase Beta; P06746; Pol beta primer extension/strand displacement, fluorescence kinetic; Potency, µM (doses to about 114 µM), without a hit: top-dose activity change, negative = inhibition, actives largely listed as inhibitors; 1.3% of 340,000 active; AID 485314, 2010; also: potency is read from the fitted curve at half-maximal effect; % is scaled to controls: 0 for no effect and ±100 for the full control effect
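Preincubation: enzyme (10 nM) with compound, 15 min, RT. Reaction: substrate added to 50 nM final. Reads: 0 and 10 min. Analysis: normalized, Hill fit.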
APE1 inh – qHTS Assay for Inhibitors of the Human Apurinic/apyrimidinic Endonuclease 1 (APE1); recombinant APE1, TAMRA/BHQ-2 abasic DNA cleavage fluorescence; Potency, µM (series often up to 65.8 µM), for inactives: at the highest dose activity change, negative = inhibition, most hits filed as inhibitors; 0.35% of 350,000 active;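 also: potency is read from the fitted curve at half-maximal effect; plate controls were vehicle for no effect and reference inhibitor for full effect; nearly all actives have a fitted effect of over 55% in size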
Target sequence (P27695 whole entry, looked up): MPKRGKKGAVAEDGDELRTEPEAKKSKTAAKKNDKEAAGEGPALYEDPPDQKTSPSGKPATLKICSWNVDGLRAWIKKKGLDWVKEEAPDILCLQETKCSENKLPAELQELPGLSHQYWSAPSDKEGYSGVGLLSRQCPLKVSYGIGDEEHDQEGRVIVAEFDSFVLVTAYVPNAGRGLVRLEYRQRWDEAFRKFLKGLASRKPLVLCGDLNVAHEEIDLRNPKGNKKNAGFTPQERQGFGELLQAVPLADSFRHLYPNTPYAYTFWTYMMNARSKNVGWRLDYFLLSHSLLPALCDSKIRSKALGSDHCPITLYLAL
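APE1 at 0.75 nM preincubated 15 min at room temperature with compound. Reaction then started with 50 nM double-stranded THF-abasic substrate labelled with TAMRA/BHQ-2, and 525/598 nm fluorescence read kinetically. Activity taken as third-minus-first read difference, normalized to DMSO and NSC13755 controls.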
POLI inh – qHTS for Inhibitors of Polymerase Iota; Potency, µM (series often up to 115 µM), without a hit: at the top dose activity, negative = inhibition, most hits filed as inhibitors; Pol iota fluorescent replication assay, 10 min; DNA polymerase iota (Homo sapiens), Q9UNA4; AID 588590, 2011; 1% of 390,000 active; also: potency is read from the fitted curve at half-maximal effect
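Fluorescent replication assay read twice, at 0 min and 10 min after adding 50 nM (final) substrate. Enzyme (10 nM) and compounds were first incubated 15 min at room temperature; enzyme-free buffer wells were negative controls.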
Pol eta inh – qHTS for Inhibitors of Polymerase Eta. DNA polymerase eta (Homo sapiens), Q9Y253. recombinant Pol eta, fluorescent DNA replication assay. Potency, µM (highest dose often 114 µM), without a hit: at the top dose activity change, negative = inhibition, actives largely listed as inhibitors. 1.2% of 390,000 active. AID 588591, 2011; also: potency is read from the fitted curve at half-maximal effect; % is scaled to controls: 0 for no effect and ±100 for the full control effect
Target sequence (Q9Y253 whole entry, looked up): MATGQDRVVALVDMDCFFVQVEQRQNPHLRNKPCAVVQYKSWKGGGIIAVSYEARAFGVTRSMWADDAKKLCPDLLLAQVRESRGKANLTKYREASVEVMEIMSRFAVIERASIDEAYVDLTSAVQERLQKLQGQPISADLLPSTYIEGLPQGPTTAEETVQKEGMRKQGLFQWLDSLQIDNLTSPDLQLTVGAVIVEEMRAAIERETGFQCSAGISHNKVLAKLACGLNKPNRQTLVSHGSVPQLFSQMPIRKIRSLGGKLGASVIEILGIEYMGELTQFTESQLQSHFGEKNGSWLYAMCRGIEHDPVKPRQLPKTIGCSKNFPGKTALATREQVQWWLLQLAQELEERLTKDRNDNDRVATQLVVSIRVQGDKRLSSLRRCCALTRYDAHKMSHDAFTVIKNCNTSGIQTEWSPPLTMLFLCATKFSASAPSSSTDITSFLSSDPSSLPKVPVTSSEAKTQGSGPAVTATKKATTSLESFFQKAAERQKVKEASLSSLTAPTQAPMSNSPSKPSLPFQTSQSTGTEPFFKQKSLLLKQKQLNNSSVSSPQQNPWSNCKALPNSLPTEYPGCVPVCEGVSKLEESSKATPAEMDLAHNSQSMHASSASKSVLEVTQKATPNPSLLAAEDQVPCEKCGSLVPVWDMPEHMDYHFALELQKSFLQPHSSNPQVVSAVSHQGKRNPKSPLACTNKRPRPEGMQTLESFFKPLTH
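Fluorescent replication assay: 50 nM final substrate added after a 15 min room-temperature compound preincubation with 10 nM enzyme. Signal taken at 0 min and again at 10 min.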
Tb PGK inh – qHTS Assay to Find Inhibitors of Phosphoglycerate Kinase; 0.043% of 380,000 active; AID 602233, 2012; Potency, µM (series often up to 57.5 µM), without a hit: at the top dose activity change, negative = inhibition, hits mostly inhibitors; PGK/GAPDH coupled, Kinase-Glo luminescence, 60 min; also: potency is read from the fitted curve at half-maximal effect; % is scaled to controls: 0 for no effect and ±100 for the full control effect; nearly all actives have a fitted effect of over 60% in size
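Luminescent ATP detection (Kinase-Glo Plus) follows a 60-minute room-temperature incubation, with wells lacking PGK as controls. Buffer: 100 mM TEA (pH 7.6), 5 mM MgCl2, 0.01% Tween-20. Coupling enzyme GAPDH (100 nM final) supplies unstable 1,3-BPG in-well.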
RXFP1 antagonist – qHTS Assay for Antagonists of the Relaxin Receptor RXFP1 | Relaxin receptor 1 (Homo sapiens), Q9HBX9 | HEK293-RXFP1, relaxin-stimulated cAMP HTRF, 30 min; active compounds read low | activity change, negative = inhibition, % at 57.5 µM | 0.59% of 350,000 active;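 active = activity change of -60% or lower, but not beyond a set lower limit; inconclusive = change between -60% and -40%, or beyond the set limit; inactive = change above -40%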; also: % is scaled to controls: 0 for no effect and ±100 for the full control effect
Numbers without * were called inactive; i = inactive; ? = inconclusive; · = not tested or not shown; & = joins results of further samples; [ ] = remark or other dose. Unless noted, calls follow the shape of the dose curve; as a rule, active = well fitted curve in the direction sought with a large enough effect; inconclusive = small, poorly fitted or top-dose-only effect, or another doubt; inactive = no such curve, though single readings can be large; an effect the other way counts as inactive or inconclusive. This is a subset; count on the stated rates, not on these rows.

SMILES	Apoferritin bind	BLM inh	POLK inh	POLB inh	APE1 inh	POLI inh	Pol eta inh	Tb PGK inh	RXFP1 antagonist
COc1ccc(-c2cn3nc(N4CCCC(C(=O)Nc5cc(C)cc(C)c5)C4)sc3n2)cc1 (stereo not given)	-4%	-4%	-8%	8%	·	-4%	-15%	i	-5
O=c1cc2oc3cc(O)c(O)cc3c(-c3ccccc3[N+](=O)[O-])c-2cc1O	230%[activator]	0.71µM*	0.79µM*	0.32µM*	0.13µM*	?	0.79µM*	?	-35
O=[N+]([O-])c1cccc(CN2CCN(S(=O)(=O)Cc3ccccc3)CC2)c1	?	-8%	-5%	14%	-24%	-10%	-13%	-3%	-18
CC12CCC(/C(=N/O)C1=O)C2(C)C (stereo not given)	1%	2%	-4%	·	1%	-3%	·	·	·
N#CCc1ccnc2ccccc12	·	·	-1%	·	·	26%	-14%	0%	5
CCC(C)[C@H](NS(=O)(=O)c1ccc(F)cc1Br)C(=O)OC (stereo not given in full)	·	·	-3%	·	·	14%	-12%	9%	·
CCN(CC(=O)NCc1cccs1)c1ccc(S(=O)(=O)N2CCOCC2)cn1	-10%	-1%	4%	2%	0%	0%	-7%	i	-20
CCCCN(Cc1cc2cc(OC)ccc2[nH]c1=O)C(=O)c1ccccn1	-5%	0%	-5%	-8%	-3%	8%	-3%	-9%	-13
COCCNC(=O)C1CCN(C(=O)c2cc3sccc3n2Cc2ccc(F)cc2)CC1	-6%	-4%	-1%[60.1 µM]	2%	9%	18%	-17%	-1%	0
O=[N+]([O-])c1ccc(-n2nnnc2CN2CCCCC2)cc1	-15%	-4%	3%	0%	1%	19%	-23%	-5%	6
Cc1ccc(CNCCCn2cnc3c(OCc4ccccc4)ncnc32)o1	·	·	18%	·	·	18%	-13%	i	·
CCCC(=O)C1=C(O)C(C(=O)OC)C(C)(C)CC1=NCc1ccccc1 (stereo not given)	-2%	-5%	-2%	77%	-1%	18%	-16%	i	-14
CCNC(=S)NC(=NCc1cccnc1)Nc1nc(C)cc(C)n1	-1%	1%	10%	38%	4%	17%	-12%	-3%	10
CC(C)c1ccc(C=NNc2ccc([N+](=O)[O-])cn2)cc1	·	·	-6%	·	·	10%	-9%	3%	?
Cc1cccc(-n2ncc3c2CCCC3NC(=O)CCc2ccncc2)c1C (stereo not given)	-1%	1%	2%	7%	-12%	40%[activator]	-10%	5%	10
COc1ccc(C(=O)NCCCCNC(=O)c2ccc(OC)c(OC)c2)cc1OC	0%	-1%	-8%	-9%	31%	-8%	-8%	-2%	7
O=C(Cc1ncc(C(F)(F)F)cc1Cl)NCCc1ccccn1	-1%	2%	-13%	39%	-1%	?	-14%	-9%	-11
COCCNC(=O)c1cn(C)c2ccc(S(=O)(=O)N3CCCC3)cc2c1=O	-5%	1%	2%	-7%	-6%	7%	-7%	-12%	-4
CC1CCc2sc(C(=O)NC3CCN(Cc4ccccc4)CC3)cc2C1 (stereo not given)	·	·	4%	·	29%	8%	-14%	i	-15
Cc1cc(C(=O)Nc2c(C)nc3ccccn3c2=O)ccc1[N+](=O)[O-]	12%	0%	-16%[60.1 µM]	-1%	·	-1%	0%	-6%	3
Cn1cnc([N+](=O)[O-])c1S(=O)(=O)Oc1cccc2ccccc12	·	·	-15%	·	·	?	-5%	1%	-11
COc1cccc(Oc2c(C)oc3c(CN4CCCCC4)c(O)ccc3c2=O)c1	93%[activator]	1%	-4%	-24%	0%	20%	-17%	-7%	12
CC(=O)OCc1cc(=O)n(C)c(=O)n1C	4%	0%	-3%	0%	4%	?	7%	-3%	0
Cc1cc(C)n2nc(SCC(=O)Nc3ccc(F)cc3[N+](=O)[O-])nc2n1	·	·	-13%	·	13%	30%	-26%	5%	3
COc1cc2c(cc1OC)CN(C(=O)CNS(=O)(=O)c1ccc(C)c(C)c1)CC2	2%	0%	3%	1%	-5%	32%[activator]	-18%	0%	-2
O=C(CN1CCCCCC1)NCCN1C(=O)S/C(=C\c2ccccc2Cl)C1=O	-20%	4%	1%	2%	-5%	10%	-11%	-4%	-7
O=C(CN1CCN(c2ccc(F)cc2)CC1)Nc1ccc(S(=O)(=O)N2CCOCC2)cc1	-20%	-5%	4%	87%	10%	2%	-4%	-6%	-1
COc1ccccc1CNC(=O)c1cc2sccc2n1Cc1ccc(Cl)cc1	-14%	-5%	-7%	38%	·	-3%	-2%	-3%	·
Cc1ccc(CCNC(=O)Cn2ccc3cc(S(=O)(=O)N4CCCC4)ccc32)cc1	-2%	-3%	4%	13%	24%	19%	-20%	-5%	10
C/C(=N\NC(=O)COc1cccc(Br)c1)c1ccc2c(c1)OCCO2	·	·	-25%	·	27%	31%[activator]	-9%	-11%	2

Whole records from above:
`CC1CCc2sc(C(=O)NC3CCN(Cc4ccccc4)CC3)cc2C1` (stereo not given) reads Apoferritin bind = ·; BLM inh = ·; POLK inh = 4%; POLB inh = ·; APE1 inh = 29%; POLI inh = 8%; Pol eta inh = -14%; Tb PGK inh = i; RXFP1 antagonist = -15
`COc1cc2c(cc1OC)CN(C(=O)CNS(=O)(=O)c1ccc(C)c(C)c1)CC2` reads Apoferritin bind = 2%; BLM inh = 0%; POLK inh = 3%; POLB inh = 1%; APE1 inh = -5%; POLI inh = 32%[activator]; Pol eta inh = -18%; Tb PGK inh = 0%; RXFP1 antagonist = -2
`Cc1cccc(-n2ncc3c2CCCC3NC(=O)CCc2ccncc2)c1C` (stereo not given) reads Apoferritin bind = -1%; BLM inh = 1%; POLK inh = 2%; POLB inh = 7%; APE1 inh = -12%; POLI inh = 40%[activator]; Pol eta inh = -10%; Tb PGK inh = 5%; RXFP1 antagonist = 10

Part of the list above in order of SMILES length, largest number first.
SMILES	Apoferritin bind	BLM inh	POLK inh	POLB inh	APE1 inh	POLI inh	Pol eta inh	Tb PGK inh	RXFP1 antagonist
COc1cccc(Oc2c(C)oc3c(CN4CCCCC4)c(O)ccc3c2=O)c1	93%[activator]	1%	-4%	-24%	0%	20%	-17%	-7%	12
C/C(=N\NC(=O)COc1cccc(Br)c1)c1ccc2c(c1)OCCO2	·	·	-25%	·	27%	31%[activator]	-9%	-11%	2
CC(=O)OCc1cc(=O)n(C)c(=O)n1C	4%	0%	-3%	0%	4%	?	7%	-3%	0

The list goes on.
SMILES	Apoferritin bind	BLM inh	POLK inh	POLB inh	APE1 inh	POLI inh	Pol eta inh	Tb PGK inh	RXFP1 antagonist
CC(C)(CC(=O)OCC(=O)Nc1ccc(F)c(Cl)c1)CC1=NS(=O)(=O)c2ccccc2N1	-7%	-3%	-10%[60.1 µM]	4%	·	31%[activator]	-19%	-7%	·
Cc1ccc2[nH]c3c(c2c1)CCc1cn[nH]c1-3	-14%	-13%	-18%	1%	-9%	69%[activator]	-12%	2%	6
S=c1nn[nH]c2ccccc12	·	·	-25%	·	·	-7%	-14%	7%	2
COc1ccc2c(c1)C(=O)CC(c1ccccc1F)O2 (stereo not given)	-8%	-8%	-11%	-4%	-4%	-6%	-10%	6%	4
COc1ccccc1C(CNC(=O)CNC(=O)c1ccc(C)c(C)c1)N1CCCC1 (stereo not given)	·	·	0%	·	29%	7%	-4%	-2%	8
CC1CCN(C(=O)CSc2nc(N)cc(N)n2)CC1	?	-1%	1%	24%	-6%	3%	-11%	0%	3
CCOc1nc2ccccc2nc1NS(=O)(=O)c1ccc(Cl)cc1	-6%	-1%	-4%	9%	0%	-25%	-6%	i	1
Cc1ccc(C(=O)OCC(=O)NC(=O)c2ccccc2)o1	·	·	-5%	·	-37%	27%	2%	11%	15
CCOC(=O)c1sc2ncn(CC(=O)Nc3ccc(C)cc3C)c(=O)c2c1C	-3%	-3%	1%	23%	·	-10%	-7%	-2%	·
Cc1cc(=O)n2c(C(=O)Nc3ccc(C)c(C)c3)c(C(=O)Nc3ccccc3)sc2n1	-19%&-19%	-8%&-4%	-6%&0%	1%&2%	?	-2%&1%	-15%&-3%	0%&-5%	-3&-2
Cc1cc2oc(=O)ccc2cc1[N+](=O)[O-]	1%	0%	4%	22%	38%	35%[activator]	-13%	-3%	·
CCN1CCSc2ccc(C(=O)NCc3ccccc3Br)cc21	526%[activator]	-4%&-3%	-9%&-4%	-13%&6%	46%[activator]	?	-16%	2%	-16&4
O=C(Nc1c(C(=O)N2CCN(c3ccccc3)CC2)oc2ccccc12)c1ccco1	-16%	-7%	1%	17%	·	-20%	-5%	3%	-11
Cc1cc(C)cc(NC(=O)Nc2c(Br)cnn2C)c1	3%	-1%	10%	1%	24%	23%	-6%	·	5
CC(C)C(OC(=O)CN1C(=O)c2ccccc2C1=O)C(=O)NC1CCCCC1 (stereo not given)	5%	0%	-23%	20%	-10%[12.4 µM]	125%[activator]	0%	3%	13
CCN(CC)S(=O)(=O)c1ccc(NC(=O)c2ccc(N3CCCC3=O)cc2)cc1	·	·	-6%	·	33%	86%[activator]	-18%	-8%	-14
